# High-throughput results from PubChem.
# TcdB GH inh: TcdB glycohydrolase inhibition; inhibition, % at 9.99 µM; AID 652162; TcdB glycohydrolase enzymatic assay, plate reader; P18177; 350,000 compounds, 0.24% hits; in the data active = inhibition above about 10%
# * marks the source's active call; other numbers are inactive results.
# Start of the data: the first four compounds, ahead of the listing:
SMILES,TcdB GH inh
COc1ccc(S(=O)(=O)Nc2ccc3c(c2)C(=O)N([C@@H](C)CO)C[C@H](C)[C@H](CN(C)Cc2ccc(Cl)c(Cl)c2)O3)cc1,-0.4
CNC[C@H]1OCCCC[C@H](C)Oc2ccc(NC(=O)NC3CCCCC3)cc2C(=O)N([C@H](C)CO)C[C@H]1C,0.7
CCCC#Cc1ccc2c(c1)O[C@H](CN(C)C(=O)NC(C)C)[C@H](C)CN([C@@H](C)CO)S2(=O)=O,-0.2
Cc1noc(C)c1C(=O)N(C)C[C@H]1OCc2ccccc2-c2ccccc2C(=O)N([C@H](C)CO)C[C@H]1C,-3.9

# Main list (from the top)
SMILES,TcdB GH inh
COc1ccc(S(=O)(=O)Nc2ccc3c(c2)C(=O)N([C@@H](C)CO)C[C@H](C)[C@H](CN(C)Cc2ccc(Cl)c(Cl)c2)O3)cc1,-0.4
CNC[C@H]1OCCCC[C@H](C)Oc2ccc(NC(=O)NC3CCCCC3)cc2C(=O)N([C@H](C)CO)C[C@H]1C,0.7
CCCC#Cc1ccc2c(c1)O[C@H](CN(C)C(=O)NC(C)C)[C@H](C)CN([C@@H](C)CO)S2(=O)=O,-0.2
Cc1noc(C)c1C(=O)N(C)C[C@H]1OCc2ccccc2-c2ccccc2C(=O)N([C@H](C)CO)C[C@H]1C,-3.9
CCS(=O)(=O)N1CC2(C1)[C@@H](c1ccccc1)[C@@H](CO)N2CCC(F)(F)F,-1.1
CO[C@@H](CN(C)Cc1cc(F)ccc1F)[C@@H](C)CN(C(=O)Nc1ccc(F)cc1)[C@H](C)CO,-1.1
CNC[C@H]1Oc2ccc(NS(C)(=O)=O)cc2CC(=O)N([C@@H](C)CO)C[C@@H]1C,-0.4
COc1ccccc1CNC(=O)C[C@H]1C=C[C@H](NC(=O)CC2CC2)[C@@H](CO)O1,-0.8
CCCNC(=O)N1[C@@H]2Cn3c(ccc(-c4ccccc4OC)c3=O)[C@H]1[C@@H](C(=O)OC)[C@@H]2CO,0.3
C/C=C/c1cnc2c(c1)C(=O)N([C@H](C)CO)C[C@H](C)[C@H](CN(C)S(=O)(=O)c1ccc(C)cc1)O2,0.7
C[C@H](CO)N1C[C@H](C)[C@@H](CN(C)Cc2cccc(C(=O)Nc3ccccc3N)c2)OCc2ccccc2-c2c(n(C)c3ccccc23)C1=O,0.0
CO[C@@H]1CN(C)C(=O)c2ccc(NS(=O)(=O)c3cn(C)cn3)cc2OC[C@@H](C)NC[C@@H]1C,0.2
CCC(=O)N1CCCCN2[C@H](C1)[C@@H](c1ccc(C#Cc3ccccc3F)cc1)[C@@H]2CO,-1.2
COc1cccc(-c2cnc3c(c2)C(=O)N([C@@H](C)CO)C[C@@H](C)[C@H](CN(C)Cc2ccc(C(=O)O)cc2)O3)c1,0.9
C[C@@H]1CN([C@H](C)CO)C(=O)c2cc(NC(=O)Nc3ccc(C(F)(F)F)cc3)ccc2O[C@H]1CN(C)Cc1ccc(C(=O)O)cc1,-1.5
C[C@H]1CN([C@@H](C)CO)S(=O)(=O)c2ccc(C3=CCCCC3)cc2O[C@@H]1CN(C)C(=O)C1CCOCC1,0.3
CCC(=O)N1CC(=O)N2[C@@H](CO)[C@@H](c3ccc(C#Cc4cccc(OC)c4)cc3)[C@@H]2C1,0.2
C[C@@H]1CN([C@@H](C)CO)C(=O)c2cc(-c3ccccc3F)cnc2O[C@@H]1CN(C)Cc1cccc(C(=O)O)c1,-0.9
CCN1[C@@H]2c3ccc(-c4ccccc4)c(=O)n3C[C@@H]2[C@@H](CO)[C@@H]1C(=O)Nc1ccccc1,1.4
COc1ccc(C(C)(C)C)cc1N1C(=O)[C@@H]2CSCCS(=O)(=O)N2C1=O,0.2
COCc1cc(N2CCN(C(=O)OC(C)(C)C)C[C@H]2C)ccc1Br,-3.4
CO[C@@H]1CN(C)C(=O)c2cc(NC(=O)C3CCC3)ccc2OC[C@@H](C)NC[C@H]1C,0.3
C[C@H](CO)N1C[C@H](C)[C@H](CN(C)CC2CC2)Oc2cc(C#CCN(C)C)ccc2S1(=O)=O,0.7
O=C(NCc1ccccc1)C1C(=O)Nc2ccccc2C(=O)N1Cc1ccccc1 (configuration not stated),-0.7
CN(C)CC(=O)N1[C@@H](C#N)[C@@H](c2ccc(C#CC3CCCC3)cc2)[C@@H]1CO,0.2

# A second format for some results above.
Compound | TcdB GH inh
CCCNC(=O)N1[C@@H]2Cn3c(ccc(-c4ccccc4OC)c3=O)[C@H]1[C@@H](C(=O)OC)[C@@H]2CO | 0.3
O=C(NCc1ccccc1)C1C(=O)Nc2ccccc2C(=O)N1Cc1ccccc1 (configuration not stated) | -0.7
CCS(=O)(=O)N1CC2(C1)[C@@H](c1ccccc1)[C@@H](CO)N2CCC(F)(F)F | -1.1
C[C@H](CO)N1C[C@H](C)[C@H](CN(C)CC2CC2)Oc2cc(C#CCN(C)C)ccc2S1(=O)=O | 0.7

# (continued)
SMILES,TcdB GH inh
COc1ccc2c3c(n(C)c2c1)[C@@H](CO)N(C(C)=O)CC31CN(C(=O)c2cnccn2)C1,0.3
CNC[C@@H]1OCCCC[C@H](C)Oc2ccc(NC(=O)Nc3ccc(OC)cc3)cc2C(=O)N([C@H](C)CO)C[C@@H]1C,0.3
O=C(C1CCCC1)N1[C@H](CO)[C@@H]2c3ccccc3N(S(=O)(=O)c3ccc(F)cc3)C[C@@H]21,1.0
C[C@@H]1CN([C@@H](C)CO)C(=O)c2cc(C3=CCCC3)cnc2O[C@H]1CN(C)Cc1cccnc1,-2.5
O=C(Nc1cccc(F)c1)N1CC(=O)N2[C@H](CO)[C@@H](c3ccc(C#CC4CC4)cc3)[C@@H]2C1,-0.7
COc1ccc2c3c(n(C)c2c1)[C@@H](CO)N(CC1CCOCC1)CC31CN(C(=O)Nc2ccccc2)C1,-0.1
O=C1CN(S(=O)(=O)c2cccc(F)c2)C[C@H]2[C@@H](c3ccc(-c4ccccc4)cc3)[C@H](CO)N12,0.4
COc1ccc(C(C(=O)NC(C)(C)C)n2c(-c3ccc(-c4ccccc4)cc3)nc3ccccc32)cc1 (configuration not stated),0.2
Cn1cnc(S(=O)(=O)N2C[C@@H](O)COC[C@@H]3O[C@@H](CC(=O)N4CCN(c5ccccc5)CC4)CC[C@H]32)c1,0.6
CC(C)C(=O)Nc1ccc2c(c1)C(=O)N(C)[C@H]1CC[C@H](CC(=O)Nc3ccccc3F)O[C@@H]1CO2,-0.1
COc1ccc(S(=O)(=O)Nc2ccc3c(c2)[C@H]2C[C@H](CC(=O)N(C)C)O[C@H](CO)[C@H]2O3)cc1,0.3
CC=Cc1ccc2n(c1=O)C[C@H]1[C@H](CO)[C@@H](C(=O)NC3CCCCC3)N(C(=O)C3CC3)[C@@H]21 (mixture of isomers),0.8
COc1cccc(C#Cc2ccc3c(c2)O[C@H](CN(C)C(=O)c2ccccn2)[C@H](C)CN([C@H](C)CO)S3(=O)=O)c1,-0.9
C[C@H](CO)N1C[C@H](C)[C@H](CN(C)Cc2ccccc2)Oc2c(NS(=O)(=O)c3cn(C)cn3)cccc2C1=O,0.5
COc1ccc(CN2C[C@H](O)COC[C@H]3O[C@H](CC(=O)NCc4ccncn4)CC[C@@H]32)cc1,-0.7
CN(C)C(=O)c1ccc(-c2ccc(C3[C@@H]4CN(C(=O)C5CCCCC5)C[C@H]3N4)cc2)cc1 (some centres not stated),-8.0
C[C@H](NC(=O)C[C@H]1CC[C@H](NC(=O)Nc2ccc3c(c2)OCO3)[C@H](CO)O1)c1ccccc1,-2.0
C[C@@H]1CCCCO[C@@H](CN(C)Cc2ccc3c(c2)OCO3)[C@@H](C)CN([C@@H](C)CO)C(=O)c2cc(NC(=O)Nc3ccc(C(F)(F)F)cc3)ccc2O1,-0.2
CCCNC(=O)N(C)C[C@H]1Oc2cc(C#CCC(C)C)ccc2S(=O)(=O)N([C@H](C)CO)C[C@@H]1C,0.5
CN1c2ccc(Br)cc2[C@H]2[C@H](CCN2C(=O)c2ccc(F)cc2)[C@H]1CO,1.0
C[C@H]1CN([C@@H](C)CO)C(=O)Cc2cc(NC(=O)C3CCCCC3)ccc2O[C@H]1CN(C)CC1CC1,0.4
C[C@@H](NC(=O)C[C@@H]1CC[C@@H]2[C@H](COC[C@H](O)CN2Cc2ccc(C(F)(F)F)cc2)O1)c1ccccc1,0.7
C[C@H]1CCCCO[C@H](CN(C)C(=O)Cc2ccccc2)[C@@H](C)CN([C@@H](C)CO)C(=O)c2cc(NC(=O)Nc3ccccc3)ccc2O1,-0.6
CO[C@H]1CN(C)C(=O)c2cc(NC(C)=O)ccc2OC[C@@H](C)N(C(=O)C2CCC2)C[C@@H]1C,0.2
C[C@@H]1CN([C@H](C)CO)C(=O)c2cccc(NC(=O)C3CC3)c2O[C@@H]1CN(C)CC1CC1,0.7

# (continued)
SMILES,TcdB GH inh
C=CCNC(=O)[C@@H]1[C@H]2C(=O)O[C@H](c3ccccc3)[C@H](c3ccccc3)N2[C@H](c2ccc(O)cc2)[C@@]12C(=O)Nc1ccc(C#CCC(C(=O)OC)C(=O)OC)cc12,0.0
C[C@H](CO)N1C[C@H](C)[C@H](CN(C)Cc2ccccn2)Oc2cc(C3=CCCC3)ccc2S1(=O)=O,0.0
C[C@@H]1CN([C@H](C)CO)C(=O)c2cc(-c3cccc(F)c3)cnc2O[C@H]1CN(C)Cc1ccccc1,0.4
CC=Cc1ccc2n(c1=O)C[C@@H]1[C@@H](CO)[C@H](C(=O)NCC)N(C(=O)C3CCOCC3)[C@H]21 (mixture of isomers),0.7
C[C@@H]1CN([C@@H](C)CO)S(=O)(=O)c2ccc(C#Cc3ccncc3)cc2O[C@H]1CN(C)S(=O)(=O)c1ccc(F)cc1,-0.9
Cc1noc(C)c1NC(=O)N(C)C[C@@H]1Oc2c(NS(=O)(=O)c3cccs3)cccc2C(=O)N([C@@H](C)CO)C[C@H]1C,-2.7
C[C@H](CO)N1C[C@H](C)[C@@H](CN(C)C)OCCCC[C@H](C)Oc2ccc(NC(=O)Nc3ccccc3)cc2C1=O,0.1
C[C@H]1CN([C@@H](C)CO)C(=O)c2cc(Br)cnc2O[C@@H]1CN(C)CC1CCCC1,-1.1
COc1cccc(NC(=O)C[C@@H]2CC[C@@H]3[C@@H](COc4ccc(NC(=O)C5CCOCC5)cc4C(=O)N3C)O2)c1,1.0
CN(C)CC(=O)Nc1ccc2c(c1)[C@@H]1C[C@@H](CC(=O)NCc3cc(F)ccc3F)O[C@H](CO)[C@@H]1O2,0.8
O=C(NCCc1ccncc1)[C@H]1[C@H](CO)[C@H]2Cn3c(ccc(-c4cccc(F)c4)c3=O)[C@@H]1N2,1.3
CC(C)NC(=O)Nc1ccc2c(c1)CC(=O)N([C@H](C)CO)C[C@@H](C)[C@@H](CN(C)S(=O)(=O)c1ccccc1)O2,1.3
C[C@@H]1CN([C@@H](C)CO)C(=O)c2cc(NC(=O)Nc3ccccc3)ccc2O[C@@H](C)CCCCO[C@H]1CN(C)S(=O)(=O)c1ccc(Cl)cc1,1.3
O=C(C[C@@H]1CC[C@H](NC(=O)Nc2cc(F)ccc2F)[C@@H](CO)O1)NCc1ccccn1,-0.5
CC(C)NC(=O)N(C)C[C@@H]1Oc2ccc(NC(=O)Nc3ccccc3)cc2CC(=O)N([C@@H](C)CO)C[C@@H]1C,-0.6
COc1cccc(-c2ccc([C@H]3[C@H](C#N)N(C(=O)Cc4ccccc4)[C@H]3CO)cc2)c1,-0.7
CCCNC(=O)N1C[C@@H](C)[C@@H](OC)CN(C)C(=O)c2ccc(NC(=O)CCC)cc2OC[C@H]1C,-0.5
O=C(Cc1ccncc1)NCC[C@H]1CC[C@@H](NC(=O)Nc2ccc(Cl)cc2)[C@@H](CO)O1,0.0
CCCNC(=O)Nc1ccc2c(c1)C(=O)N(C)[C@H]1CC[C@H](CC(=O)Nc3ccccc3C)O[C@@H]1CO2,0.5
COc1ccccc1NC(=O)N1[C@H](CO)[C@H](c2ccccc2)[C@@H]1C#N,-0.2
C[C@H](CO)N1C[C@H](C)[C@H](CN(C)Cc2ccc(-c3ccccc3)cc2)Oc2ccc(NS(=O)(=O)c3cn(C)cn3)cc2CC1=O,-1.0
O=C(C[C@@H]1CC[C@@H](NC(=O)Nc2ccccc2F)[C@H](CO)O1)NCc1ccccc1,0.6
O=C(C[C@@H]1C=C[C@H](NS(=O)(=O)c2ccccc2)[C@@H](CO)O1)NCCN1CCCCC1,1.3
CC(C)C#Cc1ccc2c(c1)O[C@H](CN(C)C(=O)c1cnccn1)[C@H](C)CN([C@H](C)CO)S2(=O)=O,-0.3
CO[C@@H]1CN(C)C(=O)c2cc(NC(=O)C3CC3)ccc2OC[C@@H](C)N(Cc2ccccc2)C[C@@H]1C,0.1

# Carrying on.
SMILES,TcdB GH inh
C[C@@H]1CN([C@H](C)CO)C(=O)c2cc(NS(=O)(=O)c3ccc(F)cc3)ccc2O[C@@H](C)CCCCO[C@H]1CN(C)S(=O)(=O)c1ccc(Cl)cc1,-2.0
CNC[C@H]1Oc2ccc(NS(=O)(=O)c3ccc(Cl)cc3)cc2CC(=O)N([C@H](C)CO)C[C@@H]1C,0.5
CC(=O)CC1N(S(=O)(=O)c2ccc(C)cc2)c2ccccc2N1S(=O)(=O)c1ccc(C)cc1,-5.8
O=C(NC1CCCC1)N[C@H]1C=C[C@@H](CC(=O)N2CCOCC2)O[C@H]1CO,-1.1
Cc1ccc(S(=O)(=O)N(C)C[C@H]2OCCCC[C@@H](C)Oc3ccc(NS(=O)(=O)c4cccs4)cc3C(=O)N([C@@H](C)CO)C[C@@H]2C)cc1,-1.7
O=C(Nc1ccccc1)N1C[C@H]2[C@@H](c3ccccc31)[C@H](CO)N2Cc1ccccc1Cl,1.5
CCCC#Cc1cnc2c(c1)C(=O)N([C@H](C)CO)C[C@H](C)[C@H](CN(C)C(=O)Cc1ccccc1)O2,1.4
C[C@@H]1CN([C@@H](C)CO)C(=O)c2cccc(NC(=O)C3CCCCC3)c2O[C@@H]1CN(C)C(=O)Nc1ccc(F)cc1,1.1

# An excerpt (hit frequency here may not be typical).
